# Screens (PubChem BioAssay)
# MT1-MMP act inh = MT1-MMP (human) activation inhibition; HT1080 RFP-PRO-GFP cells, GFP/RFP ratio fluorescence, overnight; percent of plate control window, DMSO zero; 360,000 compounds, 0.061% hits; GFP/RFP ratio change, % at 20 µM; P50281;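 active = GFP/RFP ratio change of at least 30% with cell ATP level not reduced by more than half and red fluorescence within 50% of control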; also: strong numbers were not always called active
#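 Assay system – RFP-PRO-GFP reporter HT1080 cells · Compound dosing – single dose of 20 µM compound, 1% DMSO final · Incubation – overnight compound exposure at 37 °C · Measure – GFP/RFP fluorescence ratio · Benchmarks – DMSO wells and RFP-L50D-GFP cells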
# CSN deneddyl inh = CSN deneddylation inhibition; 360,000 compounds, 0.38% hits; inhibition, % at 12.5 µM; Q92905; Purified CSN, SCF-Nedd8-OG deneddylation, fluorescence polarization;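 active = pattern-corrected inhibition above about 35%, with an unprinted fluorescence ratio check between 0.5 and 1.5, limit read from the data, passing the limit was not always enough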;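 also: 0% = enzyme with substrate and 100% = substrate without enzyme; some results filed as inactive read as strong as hits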
#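 Detection – fluorescence polarization · System – HEK293T-derived human Csn5 enzyme · Controls – substrate-only high control, full reaction low control · Timing – 90 min, room temperature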
# NadD block = blocks S. aureus nicotinate mononucleotide adenylyltransferase; purified NadD enzyme, colorimetric absorbance read-out; inhibition, % at 20 µM; 360,000 compounds, 0.78% hits; in the data active = inhibition above about 26%; also: some compounds past the cut are filed as inactive
# SKN-1 block = C. elegans SKN-1 inhibition. C. elegans VP596 Pgst-4::GFP/RFP ratio, acrylamide-induced, 24 h. inhibition, % at 21.8 µM. 360,000 compounds, 0.49% hits. AID 624304;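 active = interference check ratio from 0.5 to 1.5 plus GFP to RFP signal ratio inhibition reaching or exceeding a fixed threshold, cut at about 30% in these data, passing the limit was not always enough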; also: some compounds called inactive have numbers as strong as hits
# MLLE-PAM2 inh = inhibitors of microRNA-mediated deadenylation, human PABP1 MLLE binding; inhibition, % at 20 µM; 360,000 compounds, 0.36% hits; GST-MLLE / FITC-PAM2 fluorescence polarization; in the data active = inhibition above about 35%, passing the limit was not always enough;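 also: plate controls were DMSO wells with GST-MLLE for no effect and wells lacking GST-MLLE protein for full effect; some results filed as inactive read as strong as hits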
# FAS TE block = blocks the thioesterase domain of human fatty acid synthase | P49327 | recombinant FAS-TE, OMFH fluorogenic substrate, fluorescence endpoint | 360,000 compounds, 0.67% hits | inhibition, % at 15 µM;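 active = compounds whose normalised, plate-corrected inhibition of enzyme fluorescence in the single-dose primary screen is 50% or more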;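 also: 0% = DMSO with enzyme and 100% = substrate without enzyme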
# Rpn11 inh = inhibitors of human proteasome Rpn11; O00487; calls only at 20 µM; human 26S proteasome, Ub4-pepOG fluorescence polarization; 20S core pre-blocked with epoxomicin; 360,000 compounds, 0.59% hits;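 active = inhibition at 20 µM, scaled to each plate's controls, above about 33%, limit read from the data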
# Target sequence (O00487 whole entry, looked up): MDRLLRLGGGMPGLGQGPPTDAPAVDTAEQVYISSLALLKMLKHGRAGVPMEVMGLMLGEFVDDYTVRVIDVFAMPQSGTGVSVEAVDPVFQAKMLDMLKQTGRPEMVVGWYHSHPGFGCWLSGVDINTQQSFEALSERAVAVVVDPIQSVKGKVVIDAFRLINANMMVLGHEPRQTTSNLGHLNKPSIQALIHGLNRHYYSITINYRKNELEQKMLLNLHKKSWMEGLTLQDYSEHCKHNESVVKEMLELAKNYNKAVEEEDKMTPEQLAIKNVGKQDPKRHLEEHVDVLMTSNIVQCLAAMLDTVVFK
# Rin1-Abl PPI inh = human Rin1-Abl interaction inhibition | P00519+Q13671 | TR-FRET Rin1/Abl binding, biochemical | inhibition, % at 7.35 µM | 360,000 compounds, 0.4% hits | AID 588664; in the data active = inhibition above about 5%, passing the limit was not always enough
# Neddylation inh = cullin neddylation inhibition | P61081+Q13564 | TR-FRET cullin neddylation, biochemical | calls only at 25 µM | 360,000 compounds, 0.58% hits; in the data active = inhibition above about 36%
# Target sequence (P61081 whole entry, looked up): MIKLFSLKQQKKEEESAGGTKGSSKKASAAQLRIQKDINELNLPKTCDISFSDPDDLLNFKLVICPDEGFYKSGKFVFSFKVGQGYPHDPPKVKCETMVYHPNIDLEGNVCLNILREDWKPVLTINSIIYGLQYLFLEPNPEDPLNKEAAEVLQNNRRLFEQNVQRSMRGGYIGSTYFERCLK
# Target sequence (Q13564 whole entry, looked up): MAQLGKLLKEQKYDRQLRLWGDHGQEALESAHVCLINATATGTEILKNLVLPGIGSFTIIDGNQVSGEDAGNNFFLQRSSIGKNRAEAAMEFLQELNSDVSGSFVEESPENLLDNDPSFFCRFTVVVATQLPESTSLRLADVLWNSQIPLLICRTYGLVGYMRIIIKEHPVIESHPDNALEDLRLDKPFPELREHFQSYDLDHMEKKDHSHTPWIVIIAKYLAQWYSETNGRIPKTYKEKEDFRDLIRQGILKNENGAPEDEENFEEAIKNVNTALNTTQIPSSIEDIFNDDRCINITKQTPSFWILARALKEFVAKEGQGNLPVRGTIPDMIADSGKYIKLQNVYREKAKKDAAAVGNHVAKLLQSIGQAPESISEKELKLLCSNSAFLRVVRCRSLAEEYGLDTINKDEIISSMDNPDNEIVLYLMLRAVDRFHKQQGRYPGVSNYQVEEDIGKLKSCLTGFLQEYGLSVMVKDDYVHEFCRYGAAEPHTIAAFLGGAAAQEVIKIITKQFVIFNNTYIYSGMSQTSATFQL
# * marks the source's active call; other numbers are inactive results; i = inactive; nt = no result given; + = active, no number.
# A first look, 5 compounds:
SMILES,MT1-MMP act inh,CSN deneddyl inh,NadD block,SKN-1 block,MLLE-PAM2 inh,FAS TE block,Rpn11 inh,Rin1-Abl PPI inh,Neddylation inh
CC(C)c1cccc(C2=CC(=O)C[C@H](c3ccc4c(c3)OCO4)C2)c1,1,-4,3,-22,4,33,i,2,i
CCN(CC)S(=O)(=O)c1ccc(C(=O)OCC(=O)NC2CCCC2)cc1,0,8,0,6,0,2,i,-1,i
CC1CN(C(=S)SCC(=O)c2ccc([N+](=O)[O-])cc2)CC(C)O1 (configuration not stated),0,-5,-5,24,20,14,i,-2,i
c1ccc2[nH]c(SCc3ccc(-c4nnco4)cc3)nc2c1,0,6,-2,3,-1,-6,i,-1,i
O=C(NCc1ccccc1)C12CC3CC(CC(Br)(C3)C1)C2,-1,1,-2,18,-1,4,i,2,i

# The whole of this part, repeating the preview:
SMILES,MT1-MMP act inh,CSN deneddyl inh,NadD block,SKN-1 block,MLLE-PAM2 inh,FAS TE block,Rpn11 inh,Rin1-Abl PPI inh,Neddylation inh
CC(C)c1cccc(C2=CC(=O)C[C@H](c3ccc4c(c3)OCO4)C2)c1,1,-4,3,-22,4,33,i,2,i
CCN(CC)S(=O)(=O)c1ccc(C(=O)OCC(=O)NC2CCCC2)cc1,0,8,0,6,0,2,i,-1,i
CC1CN(C(=S)SCC(=O)c2ccc([N+](=O)[O-])cc2)CC(C)O1 (configuration not stated),0,-5,-5,24,20,14,i,-2,i
c1ccc2[nH]c(SCc3ccc(-c4nnco4)cc3)nc2c1,0,6,-2,3,-1,-6,i,-1,i
O=C(NCc1ccccc1)C12CC3CC(CC(Br)(C3)C1)C2,-1,1,-2,18,-1,4,i,2,i
N#Cc1cc2c(nc1SCC(=O)N1CCOCC1)CCCCC2,nt,0,8,10,1,0,i,1,i
COc1ccc(/C=N/NC(=O)C(O)(c2ccccc2)c2ccccc2)cc1OC,2,-9,1,-9,19,-3,i,1,i
O=C(c1ccccn1)C1CCCN(Cc2cn[nH]c2-c2cc3ccccc3o2)C1 (configuration not stated),0,3,-3,-12,-9,13,i,-2,i
CCOc1cc(/C=C2/C(=N)N3C(=NC2=O)SN=C3S(C)(=O)=O)ccc1OC(=O)c1ccco1,-62,25,3,6,-40,-3,+,6,i
Cc1cc(C)c2c(N)c(C(=O)Nc3ccc(C)c(C)c3)sc2n1,9,2,-4,12,27,9,i,1,nt
C#CCN(C[C@H]1[C@H](OC(=O)Nc2cccs2)[C@H](OC(=O)Nc2cccs2)C[C@H]2C(=O)N(c3ccccc3)C(=O)[C@@H]12)S(=O)(=O)c1ccc(C)cc1,0,9,35*,3,-6,54*,i,0,i
CC(C)(C)c1ccc(C(=O)N/C(=C\c2cccs2)C(=O)N2CCOCC2)cc1,2,0,0,13,-4,4,i,-1,i
O=C(O)CN1C(=O)/C(=C2\C(=O)N(Cc3ccccc3Cl)c3ccccc32)SC1=S,2,3,26*,10,10,4,i,2,i
CCn1cc(Br)c(C(=O)Nc2ccccc2C(=O)OC)n1,1,-1,-3,6,1,9,i,4,i
N#Cc1ccc(OCC(=O)N2CCCC2=O)cc1,3,0,4,3,7,-7,i,-2,i
O=C(C[C@H]1C(=O)N(Cc2ccccc2)C[C@@H]1Cc1ccccc1)Nc1ccccc1,-2,-1,-11,-8,8,16,i,1,i
Cc1[nH]c(-c2ccc(F)cc2)cc1C(=O)N1CCN(c2ccc(Cl)cc2)CC1,2,3,1,3,-14,19,i,3,i
C[C@@H]1CN([C@H](C)CO)C(=O)Cc2cc(NC(=O)Cn3cnnn3)ccc2O[C@@H]1CN(C)Cc1ccc(Cl)c(Cl)c1,-3,-5,1,4,-10,12,i,0,i
Cc1ccc(S(=O)(=O)CCC(=O)OCC(=O)NCCc2ccc(F)cc2)cc1,-4,1,-3,5,5,-1,i,1,i
COc1ccc(C(=O)Nc2ccc(N3CCCCCC3)cc2)cc1S(=O)(=O)N1CCOCC1,11,0,-5,9,-6,21,i,2,i

# Only Rin1-Abl PPI inh and MLLE-PAM2 inh (two entries from above):
Molecule,Rin1-Abl PPI inh,MLLE-PAM2 inh
Cc1ccc(S(=O)(=O)CCC(=O)OCC(=O)NCCc2ccc(F)cc2)cc1,1,5
COc1ccc(C(=O)Nc2ccc(N3CCCCCC3)cc2)cc1S(=O)(=O)N1CCOCC1,2,-6

# Following part.
SMILES,MT1-MMP act inh,CSN deneddyl inh,NadD block,SKN-1 block,MLLE-PAM2 inh,FAS TE block,Rpn11 inh,Rin1-Abl PPI inh,Neddylation inh
CCOC(=O)c1cn(CC)c2cc(N3CCCCC3)c(F)cc2c1=O,4,3,1,-1,0,-7,i,2,i
CC1CN(C(=O)Nc2ccc(F)cc2F)CC(C)O1 (configuration not stated),2,-1,-1,-9,-3,-2,i,3,i
COc1ccc(-n2c(SCC(=O)Nc3sc4c(c3C#N)CCCC4)nnc2-c2ccc(O)cc2)cc1,0,50*,33*,26,-16,1,+,-1,i
CCC(CO)Nc1nc2ccc(Cl)cc2c2ccccc12 (configuration not stated),3,0,-7,5,1,11,i,2,i
CCC(=O)OCCn1c(Br)nc2c1c(=O)[nH]c(=O)n2C,-2,2,-9,-8,10,-6,i,-2,i
CCN(Cc1cccc(F)c1)C(=O)c1ccc2ccccc2n1,-3,-4,-4,-12,-13,1,i,4,i
Cc1ccc(OCCCCNC2CCCCC2)c(C)c1,5,1,1,-6,7,-7,i,-3,i
O=C(Cn1c(=O)n(Cc2ccccc2)c(=O)c2cc(Cl)ccc21)NCC1CCCO1 (configuration not stated),2,3,-1,4,10,1,i,0,i
CCc1cccc(CC)c1NC(=O)NC1CCCCC1,4,-4,-5,-2,17,-5,i,0,i
CC(=O)Oc1ccc(/C=C/c2nc3ccccc3c(=O)o2)cc1,4,4,-3,-11,-8,8,i,1,nt
CCn1c2ccccc2c2cc(NC(=O)CSc3nnc(-c4ccccc4OC)n3N)ccc21,-1,-3,16,7,-21,4,i,1,i
O=C(CSc1nc2ccccc2c(=O)n1NC(=O)Cc1ccccc1)NCc1ccccc1Cl,-5,-4,-1,16,-1,2,i,-5,i
COc1cc(/C=C(\NC(C)=O)C(=O)Nc2ccccc2C)ccc1OC(C)=O,0,-4,-2,-1,-8,-11,i,-1,i
Cc1c(C(=O)N2CC(C)OC(C)C2)sc2nc(-c3ccc(F)cc3)cn12 (configuration not stated),10,1,7,1,-2,-4,i,3,i
COCCNc1ccc(S(=O)(=O)N2CCCC2)cc1[N+](=O)[O-],0,-17,6,8,15,0,i,-4,i
Cc1ccccc1-n1c(SCC(=O)c2c(N)n(C3CC3)c(=O)[nH]c2=O)nnc1N1CCOCC1,-3,-3,2,13,-30,-4,i,0,i
CCOc1ccc(NC(=O)CN(C)C(=O)CCNC(=O)c2ccccc2Cl)cc1OCC,-2,-4,-6,0,-9,-5,i,0,i
c1ccc(Nc2ncnc3[nH]ncc23)cc1,-5,2,7,0,-4,-4,i,-1,i
COc1cc(-c2c(C(C)=O)c(C)nc3c2C(=O)c2ccccc2-3)cc(OC)c1OC,-3,2,-8,5,-4,-2,i,-1,i
COc1cc(OC)c(OC)cc1/C=C1\SC(N2CCCCC2)=NC1=O,2,-2,-5,5,-24,-4,i,-8,i
CS(=O)(=O)N1CCN(c2ccc(NC(=O)Cc3ccccc3)cc2)CC1,-1,3,0,4,4,-11,i,1,i
Cc1ccc(NC(=S)N2CCC(NC(=O)c3ccc(C)cc3)CC2)cc1,-4,0,3,-8,-111,-2,i,-1,i
CCCN(CC(=O)Nc1ccccc1OC)C(=O)CC1CCCC1,2,0,0,-2,2,-1,i,-3,i
Cc1ccc(-n2c(N)cc(=O)nc2SCC(=O)NC2CCCCC2)cc1C,3,0,-2,14,2,-4,i,2,i
COc1ccc([C@H]2CC(=O)C=C(c3ccc(F)cc3OCc3ccccc3)C2)cc1OC,-2,2,-10,5,-5,28,i,4,i
CCOC(=O)C1CCN(C(=O)CCS(=O)(=O)c2ccc3c(c2)CC(C)N3C(=O)CC)CC1 (configuration not stated),5,0,0,-8,-11,-1,i,2,i
C[C@@H](C(=O)NCCCCCC(=O)O)n1nnc2ccccc2c1=O,4,-4,-1,-7,2,-3,i,-1,i
O=C(Nc1nnc(C2=COCCO2)o1)c1ccc(Cc2ccccc2)cc1,4,-3,25,6,0,-9,i,-3,i
CC(=O)N(C)c1cccc([N+](=O)[O-])c1,4,4,8,-12,5,-4,i,-3,i
Cc1ccc(F)cc1NC(=O)CN1C(=O)NC(C)(c2ccc3c(c2)OCCO3)C1=O (configuration not stated),-1,-1,1,-4,1,-1,i,7,i
Cc1ccc(NC(=O)Cn2cnc3c(OCc4ccccc4)ncnc32)cc1C,2,5,2,10,-4,-5,i,0,i
O=C(c1ccc(F)cc1)N1CCC(C(=O)N(Cc2ccccc2)c2ccccc2)CC1,-4,4,6,-4,2,38,i,1,i
CN(C)CCNc1ccc(CO)c2oc3ccc(O)cc3c(=O)c12,1,-1,-3,-5,-3,-9,i,-14,i
Clc1ccc(Cl)c(OCCCCNCc2ccccc2)c1,-3,-13,-1,8,5,9,i,-1,i
O=c1[nH]cnc2onc(-c3ccc(F)cc3)c12,0,2,-3,4,-1,-2,i,-1,i
Cc1ccc(N(CC2CO2)S(=O)(=O)c2ccccc2[N+](=O)[O-])cc1 (configuration not stated),5,3,-16,-3,18,1,i,1,i
CSCC(C)N1CCC(CO)(CCc2ccccc2)CC1 (configuration not stated),-1,-1,-2,-15,7,-2,i,3,i
COC(=O)c1ccccc1Oc1cnc2ccccc2n1,2,1,-4,0,0,0,i,3,i
O=C(Cc1ccsc1)NCC(=O)Nc1ccccc1Br,0,6,0,1,-10,-8,i,0,i
CC1(Cc2cccc(C(N)=O)c2)C(=O)Nc2c(Cl)cccc21 (configuration not stated),-2,-2,-7,3,-11,-2,i,0,i

# Record cards, from the list above. Order of screens: MT1-MMP act inh | CSN deneddyl inh | NadD block | SKN-1 block | MLLE-PAM2 inh | FAS TE block | Rpn11 inh | Rin1-Abl PPI inh | Neddylation inh
# Cc1ccc(F)cc1NC(=O)CN1C(=O)NC(C)(c2ccc3c(c2)OCCO3)C1=O (configuration not stated) reads -1 | -1 | 1 | -4 | 1 | -1 | i | 7 | i
# O=C(Cn1c(=O)n(Cc2ccccc2)c(=O)c2cc(Cl)ccc21)NCC1CCCO1 (configuration not stated) reads 2 | 3 | -1 | 4 | 10 | 1 | i | 0 | i
# O=c1[nH]cnc2onc(-c3ccc(F)cc3)c12 reads 0 | 2 | -3 | 4 | -1 | -2 | i | -1 | i
# N#Cc1cc2c(nc1SCC(=O)N1CCOCC1)CCCCC2 reads nt | 0 | 8 | 10 | 1 | 0 | i | 1 | i
# CCC(=O)OCCn1c(Br)nc2c1c(=O)[nH]c(=O)n2C reads -2 | 2 | -9 | -8 | 10 | -6 | i | -2 | i
